Compound activity: PubChem, National Center for Advancing Translational Sciences (NCATS)
p53ts 39C kill – qHTS Screen for Compounds that Selectively Target Cancer Cells with p53 Mutations: Cytotoxicity of p53ts Cells at the Nonpermissive Temperature | AID 902, 2007 | 130,000 tested, 1.5% active | H1299-p53A138V viability at 39C, ATP luminescence, 24 h | Potency, µM (highest dose often 46.1 µM), for the others: at the top dose activity change, negative = cell killing, actives largely listed as cytotoxic; further: nearly all actives have a fitted effect of over 55% in size
Peg3 imprint – qHTS Assay for Compounds that Induce Erasure of Genomic Imprints; mouse ES Peg3-LacZ reporter, beta-gal luminescence, 40 h; 110,000 tested, 0.02% active; Potency, µM (highest dose often 60.7 µM), for inactives: at the highest dose activity change, positive = activation, usual class: activators;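 further: 0% = negative control wells on the plate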
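Gelatin-coated wells received 300 freshly trypsinized female ES cells with a Peg3LacZ-Neo reporter on the maternal allele, then incubated 40 hours at 37C. BetaGlo was added for 5 minutes at room temperature before a single luminescence read.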
p53ts 32C kill – qHTS Screen for Compounds that Selectively Target Cancer Cells with p53 Mutations: Cytotoxicity of p53ts Cells at the Permissive Temperature; H1299-p53A138V at 32C, ATP luminescence viability, 24 h; Potency, µM (top dose mostly 46.1 µM), inactives show top-dose activity change, negative = cytotoxicity, most hits filed as cytotoxic; 130,000 tested, 0.93% active; AID 924, 2007;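 further: 0% = DMSO and -100% = full killing by reference compound; nearly all actives have a fitted effect of over 55% in size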
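Cells: H1299 p53ts (A138V), 600/well, pre-incubated 16–30 h at 37C. Cpd up to 46 uM, 24 h, 32C. Readout: ATPlite luminescence, 20 min RT. Normalization: DMSO vs tamoxifen 100 uM. AC50 by Hill equation.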
IkB sig inh – IkB Signaling; ABC-DLBCL IkBa-CBG/CBR dual luciferase ratio, 4 h; response scale: scaled: untreated 0%, proteasome inhibitor 100%; Potency, µM (highest dose often 57.1 µM), inactives show at the top dose IkBa stabilization activation; 110,000 tested, 0.04% active; AID 445, 2006; active means well fitted curve in the direction sought with a large enough effect in the signal ratio, not every such curve was filed as active; inconclusive means small, poorly fitted or top-dose-only effect, or a change in a side signal; the % refers to the signal ratio;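 further: the direction sought is a rising ratio; 0% = basal untreated cells and 100% = reference inhibitor full response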
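In this assay, an IκBα–CBG68 fusion accumulates when IKK-driven degradation is blocked; native CBR normalizes for cell number. OCI-Ly3 cells were treated 4 h with compound and doxycycline, then green and red light read after Chroma-Glo addition.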
* marks the source's active call; other numbers are inactive results; ? = inconclusive; · = no result given; [ ] = remark or other dose. Unless noted, the call rests on the fitted dose curve; in most records, active means well fitted curve in the direction sought with a large enough effect; inconclusive means small, poorly fitted or top-dose-only effect, or another doubt; inactive means no such curve, though single readings can be large; an effect the other way counts as inactive or inconclusive. Unless noted, on the % scale 0 is the no-effect control and ±100 the full control effect; potency means the concentration at half of the fitted maximal effect.

Value order: p53ts 39C kill | Peg3 imprint | p53ts 32C kill | IkB sig inh
- CCc1cccc(C)c1NC(=O)c1cc(S(=O)(=O)N2CCCCCC2)cn1C
→ -12% | ? | -4% | ?
- COC(=O)CC1C2(C)CC34OC5(C)O[C@@]6(C7/C(=C(/O)C(C)C)C(=O)OC(c8ccoc8)[C@]7(C)C(OC(C)=O)C(OC(C)=O)[C@]6(O5)[C@@]13C)C(OC(C)=O)[C@]4(O)C2OC(=O)C(C)C (stereo partly specified)
→ 8% | -12% | 20% | ·
- Cc1cc(C(F)F)n2nc(C(=O)Nc3cccc(Cl)c3C)nc2n1
→ 16% | -6%[10.9 µM] | -1% | -1.7%
- COCCOC(=O)C1=C(C)NC(=O)NC1c1cccs1 (stereo unspecified)
→ -4% | · | -2% | ·
- CCc1ccc(NC(=O)CSc2cn(CC(=O)N3CCOCC3)c3ccccc23)cc1
→ -16% | -14%[10.9 µM] | -11% | 0.6%
- CC1CCCCC1NC(=O)Cn1[nH]c(=O)c2ccccc2c1=O (stereo unspecified)
→ -15% | -6% | 0% | 2.0%
- COc1ccc(C2N(c3cc(Cl)ccc3OC)C(=O)C3CCCN32)cc1OC (stereo unspecified)
→ -3% | -15% | 0% | 18%
- CC(=O)c1c(C)[nH]c(C(=O)NCCCN2CCCC2)c1C
→ -5% | -6% | 0% | -0.9%
- NC(=O)C1(N2CCCCC2)CCN(C(=O)Nc2ccc(C(F)(F)F)cc2)CC1
→ -7% | -5%[10.9 µM] | 8% | -1.1%
- COc1ccc(C2OC(=O)c3ccccc3S2)cc1 (stereo unspecified)
→ 12% | -3% | -3% | 0.7%
- Cc1ccc(C(=O)CSc2nnc(CNc3ccc(C)cc3C)n2Cc2ccco2)cc1
→ 34%[activator] | -31%[inhibitor] | -2% | ?
- COC(=O)C(Nc1nccs1)(OC)C(F)(F)F (stereo unspecified)
→ -6% | -6% | 22% | 3.2%
- N[C@@H](CNO)C(=O)O
→ 9%[9.22 µM] | -6%[10.9 µM] | -2%[9.22 µM] | 1.7%[11.4 µM]
- CC(=O)c1cccc(NC(=O)Nc2ccc(C(=O)N3CCCC3)cc2)c1
→ ? | -26% | ? | 1.0%
- CC(=O)OC1CSc2nc3ccccc3n2C1 (stereo unspecified)
→ 6% | 5% | 5% | -0.1%
- O=C(CCC(=O)OCC(F)(F)C(F)F)Nc1ccc(Cl)cc1
→ 5% | 2% | -5% | 7.6%
- CCc1ccccc1NC(=O)Nc1cc(C(=O)NCc2ccc(C(C)C)cc2)ccc1N1CCCC1
→ -14% | -8%[10.9 µM] | -4% | 1.0%
- CCOC(=O)c1ccc2c(c1)N(Cc1ccccc1C)C(=O)c1ccccc1S2=O (stereo unspecified)
→ -14% | -1% | 6% | -0.2%
- CC(C)(C)n1nnnc1C(c1ccccc1F)N1CCN(C2CCCC2)CC1 (stereo unspecified)
→ -4% | 8% | -7% | 0.4%
- COc1ccc(CN2C(=O)c3ccccc3C2C(=O)NCC2CCCO2)c(OC)c1 (stereo unspecified)
→ 0% | 6% | 2% | 0.6%
- CCOC(=O)C1CCN(c2nc(-c3ccccc3)nc3c2oc2ccccc23)CC1
→ -4% | -17% | -9% | -1.3%
- Cc1ccccc1-c1nc2ccccc2c(=O)n1C1CCS(=O)(=O)C1 (stereo unspecified)
→ 5% | 0% | -1% | -0.6%
- Cc1ccccc1C(=O)N(Cc1nc(-c2ccc(Cl)cc2)no1)C(C)C
→ -28% | -4%[10.9 µM] | 3% | ?
- Cc1cc(C)cc(NC(=O)CSc2nc3c(c(=O)n2C)SC(C)C3)c1 (stereo unspecified)
→ 13% | -13% | 5% | 2.2%
- Cc1ccc(O)c(NC(=O)CCCC(=O)O)c1
→ 0% | -2% | -1% | 3.2%
- CC(=O)N(O)[C@@H]1c2cc(C#N)ccc2OC(C)(C)[C@H]1O
→ 0% | -1% | 6% | ·
- Cc1ccc(NC(=O)c2ccc(CNS(=O)(=O)c3ccc4c(c3)C(C)(C)C(=O)N4C)cc2)cc1
→ 14% | 15%[10.9 µM] | -4% | -0.3%
- CCC1(C)CC(CC(=O)O)(c2ccccc2OC)CCO1 (stereo unspecified)
→ 4% | -5% | -5% | -2.3%
- C=CCNC1=C(Cl)C(=O)N(c2ccccc2Cl)C1=O
→ -5% | -3% | 1% | 4.2%
- O=C(O)c1ccccc1NS(=O)(=O)c1ccccc1F
→ 7% | · | 8% | ·
- COc1cc2[nH]c(=O)n(CCCCCC(=O)N3CCN(c4ccc(Cl)cc4)CC3)c(=O)c2cc1OC
→ 9% | -11%[10.9 µM] | -3% | ?
- CC(=O)N1CCC2(CC1)CCN(C(=O)Nc1cccc(F)c1)CC2
→ 12% | · | 4% | 0.9%[11.4 µM]
- COc1cc(OC)cc(-c2nnc(SCC(=O)N3CCCc4ccccc43)o2)c1
→ -11% | -13% | 4% | ?
- Cc1ccc(NC(=O)Cn2c(-c3cncs3)nc3ccccc32)c(Br)c1
→ -23% | 17%[10.9 µM] | -14% | 1.6%
- CCc1ccccc1OCC(=O)Nc1ccc(S(N)(=O)=O)cc1
→ 7% | -21% | 8% | 7.8%
- Cc1cc(C)cc(OCc2nnc(SCC(=O)c3ccc(Br)cc3)o2)c1
→ 8% | -23% | 0% | 2.1%
- CCOc1ccc(-c2nc(CSc3nncs3)cs2)cc1OC
→ -10% | -23% | 3% | -2.7%
- CCc1ccc2oc(C(=O)Nc3cccc(C(F)(F)F)c3)cc(=O)c2c1
→ 0% | ? | 0% | -0.2%
- CCSc1nnc(NC(=O)CSc2nccn2-c2cc(C)cc(C)c2)s1
→ 15% | -7% | 2% | ?
- CCn1c(C(=O)NCc2ccccc2Cl)cc2sc(Cl)cc21
→ -20% | -9%[10.9 µM] | -25% | 4.0%
- COc1ccc(Cn2ccc3nc(C)c(C(=O)NCc4ccc(SC)cc4)cc3c2=O)cc1
→ ? | -14%[10.9 µM] | -4% | 1.0%
- O=C1N(CN2CCC3(CC2)OCCO3)c2ccccc2C12OCCCO2
→ 0% | 5% | -1% | -1.8%
- CCOc1ccc(NC(=O)c2ccc3c(c2)nnn3C2CCCC2)cc1
→ 7% | 7%[10.9 µM] | 7% | -0.6%
- Cc1ccc(NC(=O)c2cc(S(=O)(=O)N3CCCC3)c[nH]2)c(C)c1
→ 8% | ? | 2% | 0.8%
- Cc1noc(C)c1COc1cccc(C(=O)Nc2ccc(C#N)cc2)c1
→ -16% | -15% | 3% | 4.2%
- Cc1cccc(C#N)c1NC1=CC(=O)CC(C)(C)C1
→ 7% | 27% | -2% | -1.0%
- COc1cccc(-c2cc(C(=O)N3C(C)CCCC3C)no2)c1 (stereo unspecified)
→ ? | -14% | -25% | 1.9%
- CSCCC=O
→ 1% | -4% | 9%[1.84 µM] | 0.8%
- CCCN(CCC)C(=O)C1CCCN(S(=O)(=O)c2cc(Br)cc3c2N(C(=O)CC)CC3)C1 (stereo unspecified)
→ 17% | 5%[10.9 µM] | 11% | 2.7%
- CCOC(=O)CCC(=O)c1c(C)oc2ccc(OC)cc12
→ 7% | -12% | -8% | -7.1%

Next part.
Value order: p53ts 39C kill | Peg3 imprint | p53ts 32C kill | IkB sig inh
- COc1ccc(C(=O)N(Cc2ccc(N(C)C)cc2)CC2CCCO2)cc1 (stereo unspecified)
→ -23% | -12%[10.9 µM] | 2% | 1.5%
- c1csc(Cc2nc(-c3ccc(-n4cccc4)cc3)no2)c1
→ -12% | -18% | 17% | 3.6%
- c1ccc(Cc2nn3c(COc4ccccc4)nnc3s2)cc1
→ 5% | -10% | -12% | 2.9%
- COc1ccc2c(c1)C(=O)OC2CC(=O)O (stereo unspecified)
→ 6% | -2% | -1% | 1.5%
- O=C(OCc1ccccc1F)c1ccc(-c2nnn(Cc3ccccc3)n2)cc1
→ 15% | -6%[10.9 µM] | -1% | -2.8%
- CCN(CC)CC(=O)n1c2c(c3ccccc31)CCCC2
→ 10% | -5% | -5% | -4.5%
- CCc1nnc(NC(=O)CSc2nnc(C3CCCCC3)n2-c2cccc(Cl)c2)s1
→ -11% | · | 3% | ·
- CCOC(=O)c1c(-c2cccs2)csc1NC(=O)c1ccco1
→ 5% | -1% | -7% | -0.5%
- O=C(O)c1cc2ccccc2[nH]1
→ -20% | 0% | 6% | ·
- CCc1ccccc1NC(=O)C1CCN(c2cnccn2)CC1
→ -8% | -12%[10.9 µM] | 3% | 1.2%

4 compounds from above, sorted by the number in Peg3 imprint, smallest number first:
SMILES,Peg3 imprint
CCSc1nnc(NC(=O)CSc2nccn2-c2cc(C)cc(C)c2)s1,-7%
CSCCC=O,-4%
CCOC(=O)c1c(-c2cccs2)csc1NC(=O)c1ccco1,-1%
CC(=O)OC1CSc2nc3ccccc3n2C1 (stereo unspecified),5%

The list goes on:
Value order: p53ts 39C kill | Peg3 imprint | p53ts 32C kill | IkB sig inh
- CCn1nnc2cc(C(=O)Nc3cccc(Cl)c3C)ccc21
→ -16% | 5%[10.9 µM] | 5% | -1.4%
- Cn1c(=O)c2sccc2n2c(CCCC(=O)Nc3ccc(F)c(F)c3)nnc12
→ 5% | 7%[10.9 µM] | -3% | -2.7%
- Cc1ccc(-c2nnn(CC(=O)O)n2)cc1
→ 3% | -14% | -3% | -3.3%
- O=C(NC1(C(F)(F)F)N=C(c2ccccc2)N(Cc2ccccc2)C1=O)c1ccc(F)cc1 (stereo unspecified)
→ -4% | 5%[10.9 µM] | -13% | ?
- c1ccc(-c2noc(CSc3nnnn3-c3ccccc3)n2)cc1
→ -3% | -14% | -6% | ?
- CCOC(=O)CCSc1nc(-c2ccccc2)cc(C(F)(F)F)n1
→ 8% | · | -1% | ·
- CCC(=O)NCCNC(=O)c1c(SC)nsc1SC
→ 9% | 4% | 3% | -0.2%
- CC(C)CCn1c(CN2CCOCC2)nc2c1c(=O)n(C)c(=O)n2C
→ 5% | -16% | -6% | 5.1%
- O=C(O)c1ccccc1C1c2ccccc2Oc2ccccc21
→ -5%[9.22 µM] | -5%[10.9 µM] | 2%[9.22 µM] | 0.1%[11.4 µM]
- COc1cccc2sc(Nc3nc(-c4ccccn4)cs3)nc12
→ ? | -53%[inhibitor] | -2% | ?
- COC(=O)c1ccc(Cn2nnc3c(=O)[nH]c(C4CCCN(S(=O)(=O)c5ccccc5)C4)nc32)cc1 (stereo unspecified)
→ 3% | -2%[10.9 µM] | 8% | -1.6%
- O=C(CSc1nnnn1Cc1ccccc1)Nc1ccc2c(c1)OCCO2
→ -13% | -7% | -7% | 0.0%
- O=C(CCCC(=O)N(CC(=O)NC1CCCCC1)Cc1ccco1)Nc1ccccn1
→ 8% | -11% | -2% | -0.6%
- C=C1CCC2C(C)(CO)C(O)CCC2(C)C1C/C=C1\C(=O)OCC1O (stereo unspecified)
→ 46%[activator] | -27% | 55%[activator] | ·
- CCOC(=O)C1=C(CC)OC(N)=C(C#N)C1c1cc(OC)ccc1OC (stereo unspecified)
→ 4% | · | -1% | ·
- CCC(=O)Nc1ccc(N2CCC(C)CC2)cc1
→ 5% | · | -9% | ·
- CO[C@H]1COC(=O)[C@H](C)NC(=O)C/C=C\[C@@H](C)[C@H](OC)COC(=O)C/C=C\[C@@H]1C
→ -2%[9.22 µM] | · | 2%[9.22 µM] | ·
- CCC1CCCCN1CC(=O)c1c(C)[nH]c2ccccc12 (stereo unspecified)
→ -1% | -7% | -8% | 7.3%
- Cc1ccc(Cn2c(=S)[nH]c3ccc(N4CCOCC4)cc3c2=O)o1
→ 3% | -52%[inhibitor] | -18% | ?
- NC(=O)C1(N2CCCCC2)CCN(c2nc(-c3ccccc3)cs2)CC1
→ -6% | · | 0% | 13%
- CCCCCCCCCCCCCCC1CO1 (stereo unspecified)
→ 0% | -5% | 5%[1.84 µM] | 0.4%
- COC(=O)NC(CC(C)=O)c1cccc(C(F)(F)F)c1 (stereo unspecified)
→ 5%[9.22 µM] | · | 5%[9.22 µM] | ·
- COc1ccc(NC(=O)CN(c2cccc(F)c2)S(C)(=O)=O)cc1OC
→ -5% | -4% | -5% | 0.6%
- Cc1ccc2c(c1)c1c(n2C)C(C(N)=O)CCC1 (stereo unspecified)
→ 5% | 1% | 0% | -1.1%
- Cc1ccc(S(=O)(=O)C(C#N)c2nc3ccccc3nc2OC(C)C)cc1 (stereo unspecified)
→ -1% | 5% | 18% | ?
